High-throughput results: PubChem BioAssay, Sanford-Burnham Center for Chemical Genomics
MKP-3 inhibition: MKP-3 phosphatase inhibitors, primary screen, biochemical, rat enzyme, in vitro (AID 425); recombinant MKP-3 phosphatase activity, fluorescence; higher % means a stronger effect; inhibition, % at 20 µM, or IC50 in µM where a hit was titrated; 110,000 tested, 0.17% active; in the data active = inhibition above about 50%;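 also: plate controls were vehicle for no effect and reference inhibitor for full effect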
Hsp70 displacement: small molecules displacing fluorescent ligand from Hsp70 – biochemical, fluorescence polarization, primary screen (AID 583). Hsp70 fluorescence polarization probe displacement, mP; higher % means a stronger effect. displacement, % at 20 µM; hits with a dose series show IC50 in µM. 140,000 tested, 0.06% active; in the data active = displacement above about 50%;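 also: plate controls were vehicle for no effect and reference ligand for full effect; a part of the inactive calls stands beside numbers as strong as those of hits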
An asterisk follows results filed as active; . = no result given; & = joins results of further samples. These rows are one share of the data, so the mix of outcomes need not match the whole.

SMILES | MKP-3 inhibition | Hsp70 displacement
CCOC(=O)c1c(-n2c(C)cc(/C=C3/SC(N)=NC3=O)c2C)sc2c1CCCC2 | 2.1% | -16.5%
COc1ccc2c(C=Nc3c(C)n(C)n(-c4ccccc4)c3=O)c(O)n(Cc3ccco3)c(=O)c2c1 | -4.5% | 59.1%
CCCSc1nnc(-c2ccc(Cl)cc2Cl)o1 | 2.8% | -4.6%
Cc1nc(SCc2ccccc2)c(C#N)c(C)c1C | -1.3% | 0.2%
CC(C)C(C(=O)Nc1ncn[nH]1)N1C(=O)c2ccccc2C1=O (centres undefined) | 0.9% | 8.9%
CCc1nnc(NC(=O)Cn2ccc(C(F)(F)F)n2)s1 | -4.7% | 6.7%
CCOc1ccccc1NC(=O)CN(c1ccc(C)cc1)S(=O)(=O)c1c(C)n[nH]c1C | -2.6% | 0.9%
COc1ccc2c(CC(=O)Nc3ccc(OC)c(NS(=O)(=O)c4ccc(F)cc4)c3)coc2c1 | -3.9% | -4.9%
CCCCOc1ccc(C(=O)N2CCN(c3cccc(C)c3C)CC2)cc1 | 5.0% | 3.0%
COc1ccc(C2(C#N)CCOCC2)cc1OC | 2.9% | 0.4%
CC(C)(C)c1ccc(OCC(=O)NCc2ccco2)c(Br)c1 | 0.4% | -9.1%
COc1ccc(C2c3c(-c4cc(Cl)c(C)cc4O)n[nH]c3C(=O)N2Cc2cccnc2)cc1OC (centres undefined) | -3.6% | 3.6%
c1ccn2cc(CSc3nnc4ccccn34)nc2c1 | 5.3% | -1.7%
Cc1ccc(C)c(NC(=O)Cn2nnc(C(=O)Nc3c(C)cccc3C)c2N)c1 | 2.4% | -5.7%
CCOC(=O)C(C)Oc1cccc2c(=O)n(CC(=O)NCc3ccc4c(c3)OCO4)ccc12 (centres undefined) | -8.2% | .
COc1cc(-c2ccc(NCN3C(=O)c4ccccc4C3=O)c(OC)c2)ccc1NCN1C(=O)c2ccccc2C1=O | -0.1% | 3.1%
CCOC(=O)C1=C(C)N=c2s/c(=C\c3ccc(-c4ccccc4C(=O)O)o3)c(=O)n2C1c1cc(OC)ccc1OC (centres undefined) | 17.8% | -0.1%
CCCn1c(=O)c(C(=O)Nc2nnc(CC)s2)c(O)c2ccccc21 | -0.1% | -0.4%
Cn1c(SCC(=O)N2CCOCC2)nnc1-c1cnccn1 | 3.3% | 3.0%
Cc1c(C(=O)N2CCCCC2)sc(NC(=O)C2CC2)c1C#N | -2.8% | 3.2%
Cc1oc2ncnc(N)c2c1C | -4.8% | 0.9%
CCOc1ccc(N2CC(C(=O)Nc3ccccc3N3CCOCC3)CC2=O)cc1 (centres undefined) | . | -2.1%
c1csc(CN2CCOCC2)c1 | . | -1.7%
O=C(Nc1cccnc1)c1cccc(Cl)c1Cl | -1.0% | 0.3%
CCc1ccccc1NC(=O)c1cncc(Br)c1 | 2.9% | -3.3%
O=C(Nc1ccc(-c2cn3ccccc3n2)cc1)c1ccccc1Cl | 0.2% | 2.5%
Cc1ccc(C)c(NC(=O)CN(C)S(=O)(=O)c2ccccc2)c1 | -2.6% | -0.6%
COc1ccc(CNS(=O)(=O)c2ccc(Br)cc2)cc1 | -0.4% | -0.4%
O=C1NC(=Nc2ccccc2)S/C1=C/c1ccc(O)cc1 | 2.2% | 1.9%
Cc1cc(C)nc(/N=C(/N)Nc2ccc(-c3ccccc3)cc2)n1 | 2.7% | 0.9%
O=C1NC2=Nc3ccccc3NC(c3ccccc3)=C2C(c2ccc(OC(F)F)cc2)N1 (centres undefined) | 2.3% | 0.2%
CCN(CC)C(=O)CNC(=O)Cc1ccc(Cl)cc1 | . | -6.1%
Cc1onc(-c2c(Cl)cccc2Cl)c1C(=O)NCc1ccco1 | -11.2% | -5.1%
CN1C(=O)c2cccc3c(S(=O)(=O)NCc4ccco4)ccc1c23 | -8.8% | 2.7%
O=C(c1ccccc1F)N1CCN(Cc2ccco2)CC1 | 2.3% | 0.0%
CCN(CC)c1ccc(/C=C2\C(=O)NC(=S)N(c3ccc(Cl)cc3)C2=O)o1 | -3.0% | -31.9%
C=CCNC(=O)C(NC(=O)c1ccccc1)=C1CCCCC1 | 2.6% | 4.4%
NS(=O)(=O)c1ccc(CNC(=O)Cc2ccccc2[N+](=O)[O-])cc1 | -2.9% | -0.1%
O=c1oc(-c2cccs2)nc2cc([N+](=O)[O-])ccc12 | 2.9% | 1.7%
CC(=O)Nc1cccc(C(=O)Nc2ccccc2C(=O)O)c1 | -1.1%&4.0% | 1.7%&2.0%
CN(C)S(=O)(=O)c1ccc(C(=O)OCCCN=C2NS(=O)(=O)c3ccccc32)cc1 | -6.6% | -1.1%
O=C(N/N=C/c1ccc([N+](=O)[O-])cc1)c1cc(C23CC4CC(CC(C4)C2)C3)[nH]n1 | 5.9% | -1.5%
COC(=O)C1=C(C)N(c2ccc(C)cc2)C(=O)/C1=C\c1ccc2c(c1)OCO2 | 5.6% | 1.3%
CCn1c2c(c3cc(F)ccc31)CCCC2=O | 1.0% | 4.0%
COC(=O)c1ccccc1NC(=O)C(C)Oc1ccccc1 (centres undefined) | -2.5% | -3.4%
CCCOC(=O)CC1C(=O)NCCN1Cc1ccc(F)cc1 (centres undefined) | -8.0% | -7.5%
CCCc1n[nH]c2c1/C(=N/O)CC(c1ccccc1)C2 (centres undefined) | -1.4% | -1.6%
O=C(Nn1cnnc1)C(Sc1ccccc1)c1ccccc1 (centres undefined) | -19.6% | 3.4%
O=C(NCc1cccs1)c1cnn2c1NC(c1ccc(Br)cc1)CC2C(F)(F)F (centres undefined) | -0.7% | 1.0%
CN(C1CCS(=O)(=O)C1)S(=O)(=O)c1ccc(C2CCCCC2)cc1 (centres undefined) | -12.1% | -1.5%
CCOc1ccc(N(CC(=O)NCc2ccccc2OC)S(C)(=O)=O)cc1 | -3.2% | -5.8%
CS(=O)(=O)N(CC(=O)NCCSc1ccccc1)c1ccc2c(c1)OCO2 | 3.7% | 1.6%
Cc1cc2c(cc1C)CSC(c1ccc3ccccc3c1O)SC2 | . | 7.2%
C/C(=N/NC(=O)C1C(=O)NCC1c1ccccc1)c1ccc2c(c1)CCCC2 (centres undefined) | -0.1% | 4.6%
O=C(Nc1ccc(N2CCOCC2)cc1)c1cc2ccccc2o1 | -8.3%&-1.1% | 2.0%&4.8%
CCOC(=O)C1CCN(S(=O)(=O)c2cc(Cl)ccc2Cl)CC1 | -0.9% | -1.1%
COC(=O)c1ccc(N2C(=O)CC(NCc3ccccc3)C2=O)cc1 (centres undefined) | -8.8%&1.0% | 0.4%&-4.5%
O=c1c(Cc2ccccc2O)c(O)nc2n1CCCS2 | 2.8% | 4.0%
CCOc1ccc2cc(C#N)c(SCC(=O)N3CCC(C)CC3)nc2c1 | 0.0% | -16.4%
O=C1CC(Sc2nc3ccccc3s2)C(=O)N1c1ccccc1I (centres undefined) | 1.7% | 1.5%

2 compounds drawn at random from the list so far:
SMILES | MKP-3 inhibition | Hsp70 displacement
C/C(=N/NC(=O)C1C(=O)NCC1c1ccccc1)c1ccc2c(c1)CCCC2 (centres undefined) | -0.1% | 4.6%
COC(=O)c1ccc(N2C(=O)CC(NCc3ccccc3)C2=O)cc1 (centres undefined) | -8.8%&1.0% | 0.4%&-4.5%

Further entries follow:
SMILES | MKP-3 inhibition | Hsp70 displacement
Cc1nc2c(C#N)c(C)[nH]n2c(=O)c1Cc1ccccc1 | . | 1.1%
CCN1C(=O)c2cccc3c(NC(=O)c4cccc(N5C(=O)CCC5=O)c4)ccc1c23 | -3.7% | -0.5%
CCOC(=O)N1CCN(C(=O)c2ccc3c(=O)n(CCc4ccccc4)c(=S)[nH]c3c2)CC1 | -0.5% | 0.3%
COc1ccc(C)cc1NC(=O)C(=O)NNC(=O)c1ccc(C(C)(C)C)cc1 | -1.9% | 2.4%
O=C(NCc1ccco1)NCC(F)(F)F | -10.8% | 7.7%
CC(C)OCCCN1CN(S(=O)(=O)c2cccc(Cl)c2)c2nc3ccccc3nc21 | . | 3.8%
COc1ccc(Br)cc1CN1CCN(Cc2ccc(OC)c(OC)c2OC)CC1 | 3.4% | -2.7%
COc1ccccc1-n1c(C=C2C(=O)N(Cc3ccccc3)c3ccccc32)nc2ccccc2c1=O | 1.3% | -7.0%
CCn1ncc(C2=NOC(C(=O)Nc3cnn(C45CC6CC(CC(C6)C4)C5)c3)C2)c1C (centres undefined) | 7.3% | 3.0%
Cc1ccc(OCC(=O)NNC(=O)COc2ccccc2)cc1 | 1.7% | 5.0%
O=C(CSc1ncn[nH]1)Nc1nc(-c2ccccc2)ns1 | -18.8% | -4.6%
COc1ccc(Cl)cc1NC(=O)COc1ccc(Cl)cc1Br | 3.3% | -4.3%
CCc1ccccc1NC(=O)c1nnn(CC(=O)Nc2cccc(C)c2)c1N | 5.6% | 3.5%
COCCCNC(=O)c1cn(CC(C)C)c(=O)c2c1c1ccccc1n2C | . | 1.7%
CCC1(C)Cc2ccccc2-c2nc3n(c(=O)c21)CC(C(=O)O)S3 (centres undefined) | 0.0%&-0.9% | -2.3%&3.1%

In the list so far, 8 have an NH in an aromatic ring.
SMILES | MKP-3 inhibition | Hsp70 displacement
CC(C)C(C(=O)Nc1ncn[nH]1)N1C(=O)c2ccccc2C1=O (centres undefined) | 0.9% | 8.9%
CCOc1ccccc1NC(=O)CN(c1ccc(C)cc1)S(=O)(=O)c1c(C)n[nH]c1C | -2.6% | 0.9%
COc1ccc(C2c3c(-c4cc(Cl)c(C)cc4O)n[nH]c3C(=O)N2Cc2cccnc2)cc1OC (centres undefined) | -3.6% | 3.6%
O=C(N/N=C/c1ccc([N+](=O)[O-])cc1)c1cc(C23CC4CC(CC(C4)C2)C3)[nH]n1 | 5.9% | -1.5%
CCCc1n[nH]c2c1/C(=N/O)CC(c1ccccc1)C2 (centres undefined) | -1.4% | -1.6%
Cc1nc2c(C#N)c(C)[nH]n2c(=O)c1Cc1ccccc1 | . | 1.1%
CCOC(=O)N1CCN(C(=O)c2ccc3c(=O)n(CCc4ccccc4)c(=S)[nH]c3c2)CC1 | -0.5% | 0.3%
O=C(CSc1ncn[nH]1)Nc1nc(-c2ccccc2)ns1 | -18.8% | -4.6%

(more compounds)
SMILES | MKP-3 inhibition | Hsp70 displacement
COc1cccc(-c2nc(-c3ccc(Br)cc3)no2)c1 | -0.6% | -5.5%
COC(=O)Nc1ccc(S(=O)(=O)n2cnc3ccccc32)cc1 | . | -1.5%
COc1ccc(-c2nc(SCC(=O)N3CCOCC3)n[nH]2)cc1 | -12.3% | 1.4%
COC(=O)C1CCN(S(=O)(=O)c2c(C)n(C)c(=O)n(C)c2=O)CC1 | 4.5% | 0.7%
O=C(c1cccc(Cl)c1)N1CCN(c2cccc(Cl)c2)CC1 | -0.9% | -1.4%
COc1cccc(C(=O)Nc2ccc(S(=O)(=O)NCc3ccco3)cc2)c1 | 5.1% | 2.0%
O=C(Cc1ccccc1)CC1(O)C(=O)Nc2ccccc21 (centres undefined) | -15.7% | 4.8%
Cc1[nH]c(=O)[nH]c1C(=O)CCCCC(=O)OCC(=O)Nc1ccccn1 | -2.9% | 1.9%
Cc1cc(OCCCC(=O)N2CCCCC2)cc(C)c1Cl | -5.9% | -2.2%
O=C1C(Cl)=C(N2CCCCC2)C(=O)C(Cl)=C1/C=C/N1CCCCC1 | 25.6% | 6.5%
Cc1cc(C(=O)OC(C)C(=O)Nc2cccc(S(=O)(=O)N3CCOCC3)c2)c(C)o1 (centres undefined) | . | -2.9%
Cn1c(=O)c2c(nc(Cl)n2Cc2ccc(Cl)c(Cl)c2)n(C)c1=O | . | 2.7%
Cc1cnc(NC(=O)C(C)N2C(=O)C3CC=CCC3C2=O)s1 (centres undefined) | -3.7% | 0.1%
O=c1[nH]cnc2cc(Cl)ccc12 | -13.1% | 1.6%
O=C1C(Cl)=C(NC(=O)c2ccccc2)C(=O)C(Cl)=C1NC(=O)c1ccccc1 | -3.4% | 2.1%
COCCOC(=O)c1cc(C(=O)c2cc(F)ccc2O)coc1=N | -4.9% | 1.9%
COc1ccc2c(c1)C(C)CC(C)(C)N2C(=O)NC1CCCCC1 (centres undefined) | 2.7% | -1.2%
O=C(CCc1ccccc1)NC1C2CC3CC(C2)CC1C3 (centres undefined) | 4.6% | 3.1%
O=C1CCCCC1Sc1nnc(Cc2cccs2)n1CCc1ccccc1 (centres undefined) | 5.4% | -5.5%
O=C(NC(C(=O)c1ccccc1)N1CCCCC1)c1ccccc1 (centres undefined) | -12.8% | -3.1%
Clc1ccccc1-c1nc2ccccc2c2nc3ccccc3n12 | 0.0% | 3.1%
O=[N+]([O-])c1cccc(S(=O)(=O)Nc2ccc(OCc3ccccc3)cc2)c1 | 6.7% | 0.6%
CN1C(=O)C(O)(C2COC(C)(C)CC2=O)c2cc(Br)ccc21 (centres undefined) | 0.8% | -0.5%
CCCCCOC(=O)Cc1c(O)c2ccccc2[nH]c1=O | -8.7% | 5.5%
CN1CCN(CC(=O)N(Cc2c(C#N)c3ccccc3n2C)c2ccccc2)CC1 | 3.0% | 0.8%
COc1cc(C(=O)NC(NC(=S)Nc2ccccc2C)C(Cl)(Cl)Cl)cc(OC)c1OC (centres undefined) | 5.1% | -0.6%
Cc1ccc(-n2c(=O)[nH]c3c(C(N)=O)nc(CC(C)C)nc32)cc1 | -7.3% | -0.1%
Cc1oc(C(=O)O)cc1CSc1nnc(-c2ccccc2)n1C | -9.3% | 4.2%
CN1C(=S)SC(N(O)C(=O)Nc2ccccc2)C1(C)C (centres undefined) | 1.8% | -0.9%
COc1ccc(CNC(=O)CCc2ccccc2)cc1 | 4.1% | 2.2%
CSc1cccc(NC(=O)C2CCCN2S(=O)(=O)c2ccc(Br)s2)c1 (centres undefined) | . | -2.0%
N#Cc1nc(-c2ccc(OCc3ccc(Cl)cc3)cc2)oc1N1CCOCC1 | 5.1% | 10.6%
O=C(c1ccc(F)cc1)N(C1CCCCC1)C1CCCCC1 | -2.4% | -0.5%
Cc1cc(NC(=O)Cn2cnc3sc(C)c(-c4ccccc4)c3c2=O)no1 | 0.1% | 0.4%
CCOC(=O)C1=NNC(C(=O)c2ccccc2)C1c1ccc(OC)cc1 (centres undefined) | 2.2% | 4.1%&0.4%
